AHR act – AHR activators, primary screen, cell-based, luminescence, luciferase reporter, human. Aryl hydrocarbon receptor (Homo sapiens), P35869. AHR-responsive luciferase reporter cells. activation, % at 5 µM. 320,000 compounds, 2.5% hits. AID 2796, 2010; in the data active means activation above about 47%;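 further: 0% = vehicle wells and 100% = reference agonist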
RPL19A-GFP yeast – RPL19A-GFP expression modulators in yeast, primary screen, cell-based, S. cerevisiae, multiplex flow cytometry, MLPCN | 330,000 compounds, 0.3% hits | S. cerevisiae RPL19A-GFP strain, 3 h; active compounds read low | percent response vs DMSO, % at 10 µM;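 active means percent response vs DMSO below 50%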;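 further: median channel GFP fluorescence of the barcoded RPL19A-GFP strain; ratio of sample median GFP to plate DMSO average so 100% = DMSO; lower means less RPL19A-GFP as with rapamycin TOR inhibition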
MEP2-GFP yeast – modulators of MEP2-GFP levels in yeast, primary screen, S. cerevisiae, multiplex flow cytometry, MLPCN library. S. cerevisiae MEP2-GFP strain, 3 h; 100% = DMSO control level. GFP response vs DMSO, % at 10 µM. 330,000 compounds, 0.51% hits;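 active means GFP response versus DMSO above a set limit, roughly screen mean plus 3 SD, cut at about 180% in these data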;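 further: median GFP fluorescence of the barcode-gated MEP2-GFP cells per well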
proCasp3 act – activators of human procaspase-3 D3A mutant, primary screen, biochemical, absorbance, PC-3 D3A mutant, single concentration; Caspase-3 (Homo sapiens), P42574; recombinant procaspase-3 D3A, Ac-DEVD-pNA absorbance 405 nm; activation, % at 8.5 µM; 330,000 compounds, 0.11% hits; AID 463141, 2010;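 active means activation above the mean of all tested compounds plus 3 SD, cut at about 21% in these data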;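 further: 0% = DMSO alone and 100% = DMSO wells spiked with extra 5 µM PC-3 D3A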
Target sequence (P42574 whole entry D9A/D28A/D175A): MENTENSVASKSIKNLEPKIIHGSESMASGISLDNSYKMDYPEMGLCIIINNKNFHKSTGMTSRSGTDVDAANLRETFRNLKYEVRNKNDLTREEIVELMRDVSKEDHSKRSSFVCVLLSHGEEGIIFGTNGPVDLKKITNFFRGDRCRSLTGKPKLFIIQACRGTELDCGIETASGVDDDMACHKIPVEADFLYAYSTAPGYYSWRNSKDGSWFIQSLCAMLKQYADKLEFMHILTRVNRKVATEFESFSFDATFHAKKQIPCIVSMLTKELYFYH
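Evaluation: percent activation relative to control range; Material: Procaspase-3 D3A mutant, all three cleavage aspartates alanine; Compound: single dose, 8.5 µM nominal compound, 0.8% DMSO; Replication: one well per compound; Signal: absorbance at 405 nm, 0 and 120 min; Schedule: 1 h preincubation plus 2 h reaction at 25 °C.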
CIT2 TOR yeast – modulators of CIT2-GFP expression in yeast, primary screen, S. cerevisiae, GFP fusion, multiplex flow cytometry, MLPCN library; S. cerevisiae CIT2-GFP strain, 3 h; 100 means same as DMSO wells; GFP response vs DMSO, % at 10 µM; 320,000 compounds, 0.065% hits; AID 2029, 2009;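 active means GFP response relative to DMSO above a set limit, near the screen mean plus 3 SD, cut at about 150% in these data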;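 further: ratio of well median GFP fluorescence to mean of DMSO wells on the plate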
AGP1 TOR yeast – modulators of AGP1-GFP expression in yeast TOR pathway, primary screen, cell-based, multiplex flow cytometry, S. cerevisiae, MLPCN library; 3 h; GFP as percent of DMSO wells; GFP response vs DMSO, % at 10 µM; 320,000 compounds, 0.02% hits; AID 2066, 2009;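 active means GFP response relative to DMSO above a set limit, near screen average plus 3 SD, cut at about 150% in these data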;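 further: median GFP channel fluorescence of the gated AGP1 strain per well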
proCasp7 act – procaspase-7 activators, primary screen, counter-screen for procaspase-3 activator project, biochemical, absorbance, HTS, human. Caspase-7 (Homo sapiens), P55210. recombinant procaspase-7, Ac-DEVD-pNA absorbance 405 nm; D23A/D198A/D206A triple mutant, cannot self-cleave; scale: DMSO 0, 5 µM enzyme 100. activation, % at 8.5 µM. 330,000 compounds, 0.093% hits. AID 463210, 2010;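 active means percent activation above the screen-wide mean plus 3 SD, cut at about 25% in these data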
Target sequence (P55210 whole entry D23A/D198A/D206A): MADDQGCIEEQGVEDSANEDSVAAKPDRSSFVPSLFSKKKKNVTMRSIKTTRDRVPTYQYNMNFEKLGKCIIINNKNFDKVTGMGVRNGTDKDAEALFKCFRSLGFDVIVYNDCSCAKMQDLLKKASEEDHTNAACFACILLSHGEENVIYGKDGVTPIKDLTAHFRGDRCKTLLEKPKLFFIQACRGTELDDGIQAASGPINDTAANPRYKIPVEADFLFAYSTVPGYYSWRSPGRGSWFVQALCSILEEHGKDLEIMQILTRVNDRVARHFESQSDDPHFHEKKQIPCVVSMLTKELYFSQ
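Detection: p-Nitroaniline absorbance at 405 nm, read at 0 and 120 min; system: Uncleavable procaspase-7 mutant enzyme; evaluation: % activation from two-timepoint absorbance difference, scaled to controls; times: 1 h enzyme–compound preincubation and 2 h substrate reaction, both 25 °C; buffer or medium: Zinc-free HEPES pH 7.4 with 300 mM NaCl, 0.01% Triton X-100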
LAP4 TOR yeast – modulators of LAP4-GFP expression in yeast, primary screen, S. cerevisiae, multiplex flow cytometry, MLPCN library | GFP response vs DMSO, % at 10 µM | 3 h; median GFP as percent of DMSO wells | 320,000 compounds, 0.34% hits;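 active means GFP response vs DMSO above a set limit, about the screen mean plus 3 SD, cut at about 150% in these data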
* = called active by the depositor; / = no result given. This is a random part of the collection; about 3.5% have a hit in one of these screens.

SMILES	AHR act	RPL19A-GFP yeast	MEP2-GFP yeast	proCasp3 act	CIT2 TOR yeast	AGP1 TOR yeast	proCasp7 act	LAP4 TOR yeast
CC1CCCCC1NC(=O)c1ccc(-n2cncn2)cc1 (stereo unspecified)	10	105	103	-9	98	101	3	107
CCN(CC)c1ccc(-c2nn3c(-c4n[nH]c5c4CCC5)nnc3s2)cc1	16	93	98	3	89	93	-18	99
COc1ccc2c(c1)nc(SCC(C)O)n2C (stereo unspecified)	-2	98	102	7	95	96	1	99
COc1ccc(NC(=S)N(Cc2ccc(N(C)C)cc2)Cc2ccco2)cc1	5	97	95	-5	97	100	-13	96
CC1=NOC(=O)/C1=C/c1ccc(O)c(Cl)c1	0	103	116	0	104	96	-11	80
COc1ccc(OCC(O)CNC(=O)c2ccc(C)cc2)cc1 (stereo unspecified)	0	92	93	2	88	96	1	99
Cc1ccc(C)c(NC(=O)CCN2CC(C)CC(C)C2)c1 (stereo unspecified)	-2	99	105	15	105	101	13	97
Cc1cc2nc[nH]c2cc1[N+](=O)[O-]	-2	108	101	2	104	107	0	99
CC(C)NC(=O)c1c2c(nc3ccccc13)CCCC2	1	96	99	7	106	103	6	104
CCOc1ccc(-c2cc(N)n(S(=O)(=O)c3ccc(OC)cc3)n2)cc1	43	98	108	11	100	99	7	96
Cc1ccccc1N=C1SCCN1C(=O)CN1C(=O)NC2(CCCC2)C1=O	3	102	98	-5	99	105	7	100
CC(C)(C)NC(=O)Nc1ccccc1C(N)=O	0	94	95	0	99	96	-3	95
COCCNC(=O)CN1c2ccccc2CC1C (stereo unspecified)	4	96	105	-5	95	100	6	94
CC(C)c1nc(C(=O)N2CCc3c([nH]c4ccccc34)C2c2ccccn2)cs1 (stereo unspecified)	9	97	97	-1	98	101	7	101
CC(C)(C)C(=O)O/N=C(\N)Cc1ccc(-c2csnn2)cc1	17	95	94	4	94	100	-1	106
OCCC1CN(Cc2cccc3nonc23)CCN1C1CCCCC1 (stereo unspecified)	-1	96	105	3	100	102	-5	103
CCC(C)C(=O)Nc1ccc([N+](=O)[O-])cc1OC (stereo unspecified)	4	92	99	-15	89	95	-10	120
CCc1cccc(NC(=O)C2CCN(S(=O)(=O)c3ccc4c(c3)CC(C)N4C(C)=O)CC2)c1 (stereo unspecified)	8	99	98	11	100	103	2	98
S=c1nc(Cc2ccccc2)[nH]c2ccccc12	3	87	91	-6	87	91	-4	113
CCc1sc(C(=O)Nc2nc(-c3ccccn3)cs2)cc1C	18	84	108	-1	118	88	-2	191*
CN(C)c1ccc(C(=S)N2CCCCCC2)cc1	5	100	102	2	97	102	-11	106
CN(C(=O)COC(=O)c1cc(-c2ccco2)nc2ccccc12)C1CCS(=O)(=O)C1 (stereo unspecified)	4	99	102	-6	93	104	-7	93
OCC1(Cc2ccccc2C(F)(F)F)CCN(Cc2ccccc2)CC1	18	89	83	-2	87	79	9	77
Cc1ccc(C)n1-c1nc(=S)[nH][nH]1	1	103	110	-5	103	105	-23	107
Cc1cccc(NC(=O)C2CCN(c3nccc(C)n3)CC2)c1	4	97	99	4	76	93	-1	91
COc1cccc(-c2ccc3nnc(SCC(=O)N4CCCC4)n3n2)c1	0	97	99	-1	79	108	2	105
O=C(NC(=S)Nc1cc([N+](=O)[O-])ccc1Cl)c1ccccc1	71*	100	102	0	92	100	-12	106
Cc1ccc2c(c1)N(CCCC(=O)NCCCN1CCCC1=O)C(=O)CO2	-3	101	95	6	98	103	1	96
CC1CN(C(=O)CCC(=O)N2CCN(c3ccccn3)CC2)c2ccccc2O1 (stereo unspecified)	1	110	107	-1	105	113	4	108
Cc1ccc(C(C)NC(=O)c2ccc3c(c2)OCCO3)cc1C (stereo unspecified)	1	104	95	8	89	96	-4	96
COc1cc2c(cc1OC)CN(C(=O)C1CCC(=O)N(CCCN3CCOCC3)C1)CC2 (stereo unspecified)	-2	97	95	7	95	96	7	92
CCN1CCc2c(OCc3ccccc3)cccc2C1=O	-1	97	95	-1	83	96	5	109
O=C(COC(=O)C1Cc2ccccc2CN1C(=O)c1ccccc1)Nc1ccc(SC(F)F)cc1 (stereo unspecified)	5	98	96	3	98	96	-1	89
CCn1c(Cc2ccccc2)nnc1SCC(=O)Nc1ccc2c(c1)OCCO2	6	90	94	-10	96	93	9	95
O=C(CCCNC(=O)c1ccc(Cl)cc1)Nc1ccc(Br)cc1	71*	100	105	6	97	103	-2	104
CC1=C(C(=O)OCCC(C)C)C(c2ccc3c(c2)OCO3)NC(=O)N1 (stereo unspecified)	/	102	104	/	107	99	/	96
CN(CCCC(=O)Nc1ccccc1F)S(=O)(=O)c1ccc(F)cc1	3	101	104	9	100	102	8	99
O=c1sc(Nc2ccccc2)nc2ccccc12	1	104	107	-4	103	108	5	105
Cc1cc(C)c(C#N)c(SCC(=O)Nc2ccccc2C(N)=O)n1	35	104	101	-11	100	106	-6	106
CCOC(=O)c1sc(NC(=O)/C=C/c2cnn(C)c2C)c(C(=O)OCC)c1C	-1	94	95	-6	102	92	4	94
COc1cc(NC(=O)Nc2c(C)n(C)n(-c3ccccc3)c2=O)cc(OC)c1OC	0	101	108	0	103	107	9	96
COc1ccc(-c2noc(N3CCC(C(=O)N(C)c4ccccc4)CC3)n2)cc1	-3	96	99	2	98	98	3	107
CCOc1ccccc1NC(=O)c1cc(=O)[nH]c2ccc(S(=O)(=O)N3CCOCC3)cc12	57*	97	96	6	93	97	11	99
O=C(NNc1ccccn1)C(=O)NNS(=O)(=O)c1ccc(F)cc1	-2	109	98	4	99	99	3	94
CCc1nnc(N2C(=N)SCC2=O)s1	1	96	113	-5	111	104	1	100

4 structures already listed, sorted by number of heavy atoms, rising:
SMILES	AHR act	RPL19A-GFP yeast	MEP2-GFP yeast	proCasp3 act	CIT2 TOR yeast	AGP1 TOR yeast	proCasp7 act	LAP4 TOR yeast
O=C(CCCNC(=O)c1ccc(Cl)cc1)Nc1ccc(Br)cc1	71*	100	105	6	97	103	-2	104
CC1=C(C(=O)OCCC(C)C)C(c2ccc3c(c2)OCO3)NC(=O)N1 (stereo unspecified)	/	102	104	/	107	99	/	96
CCn1c(Cc2ccccc2)nnc1SCC(=O)Nc1ccc2c(c1)OCCO2	6	90	94	-10	96	93	9	95
CCOc1ccccc1NC(=O)c1cc(=O)[nH]c2ccc(S(=O)(=O)N3CCOCC3)cc12	57*	97	96	6	93	97	11	99

Some values from the results shown.
For CIT2 TOR yeast, COc1ccc(NC(=S)N(Cc2ccc(N(C)C)cc2)Cc2ccco2)cc1 has 97
For RPL19A-GFP yeast, CCOc1ccc(-c2cc(N)n(S(=O)(=O)c3ccc(OC)cc3)n2)cc1 has 98
For AGP1 TOR yeast, COc1cc(NC(=O)Nc2c(C)n(C)n(-c3ccccc3)c2=O)cc(OC)c1OC has 107
For AGP1 TOR yeast, O=C(COC(=O)C1Cc2ccccc2CN1C(=O)c1ccccc1)Nc1ccc(SC(F)F)cc1 (stereo unspecified) has 96

Carrying on:
SMILES	AHR act	RPL19A-GFP yeast	MEP2-GFP yeast	proCasp3 act	CIT2 TOR yeast	AGP1 TOR yeast	proCasp7 act	LAP4 TOR yeast
COc1ccc(NC2=C(Cl)C(=O)N(CCc3ccccc3)C2=O)c(OC)c1	11	92	88	-13	82	97	-3	123
O=C(NC(=S)Nc1ccc(Cc2ccncc2)cc1)c1ccccc1Cl	-1	105	102	-5	109	103	-10	102
O=C(/C=C/Nc1ccccc1C(F)(F)F)c1ccco1	8	94	101	3	101	102	-3	102
COC(=O)[C@]1(Cc2ccccc2)N[C@H](c2ccc(-c3ccccc3)cc2)[C@@H]2C(=O)N(C)C(=O)[C@@H]21	1	91	102	10	66	77	-2	120
O=C(NCCOc1ccccc1)c1cc(S(=O)(=O)N2CCOCC2)ccc1F	1	100	104	11	105	96	-10	88
O=C(NCC1(N2CCCCC2)CCCCC1)c1ccc(S(=O)(=O)N2CCCC2)cc1	0	97	90	5	98	105	7	100
O=C(NCc1ccccc1)c1cc(-c2ccncc2)nc2ccccc12	16	102	107	-4	101	93	5	95
O=C(NCCCN1CCN(c2ccccc2F)CC1)C1CCCN(S(=O)(=O)c2cnc[nH]2)C1 (stereo unspecified)	0	101	104	2	93	101	-1	101
Cc1ccc(NC(=O)CN(C)C(=O)c2ccc(NS(=O)(=O)c3cccc([N+](=O)[O-])c3)cc2)cc1	2	97	94	1	94	96	-4	92
CCOC(=O)CSc1n[nH]c(-c2cccnc2)n1	3	103	99	3	95	102	14	102
c1ccc2c(c1)ncn2-c1ccc(-c2ccnc3ncnn23)cc1	12	99	97	6	99	99	2	102
CCC/C(O)=C1\C(=O)CC(c2ccccc2)CC1=NC(C)C(=O)O (stereo unspecified)	-1	109	111	0	106	101	-2	89
Cc1ccc(S(=O)(=O)N2CCSC2C(=O)O)cc1 (stereo unspecified)	-1	98	104	2	98	101	-5	98
O=C(CCN1C(=O)/C(=C/c2ccc3c(c2)OCO3)SC1=S)Nc1ccc(C(=O)O)cc1	-1	103	104	6	107	98	5	88
CCc1ccc(NC(=O)C2C3CCC(O3)C2C(=O)O)cc1 (stereo unspecified)	3	101	104	0	96	91	-5	103
Cc1cc(C)nc(N2N=C(C(C)(C)C)CC2=O)n1	5	96	103	-4	97	105	5	97
O=C(c1ccccc1[N+](=O)[O-])N1CC2C3C=CC(C3)C2C1 (stereo unspecified)	0	99	105	-1	99	103	-3	109
Cc1ccc(-n2cc(C(=O)c3cc(Cl)ccc3O)cc(C#N)c2=O)cc1	5	99	105	-1	91	91	5	93
COc1ccc(NC(=O)C(c2ccc(C)cc2)N(C)C(=O)c2ccc(=O)[nH]c2)cc1 (stereo unspecified)	3	98	102	3	94	95	10	88
Cc1cc(C(=O)N2CCN(c3ccc([N+](=O)[O-])cc3)CC2)no1	-3	108	107	0	101	100	-14	95
COc1c(Cl)cc(Cl)cc1/C=N/NC(=O)c1nnn(-c2nonc2N)c1CN1CCC(C)CC1	2	100	97	7	102	104	4	93
NC(=O)c1ccc(NC(=O)CNC(=O)c2sc3ccccc3c2Cl)cc1	-5	96	100	8	84	97	-3	96
CCOC(=O)CSc1nnc(CNC(=O)c2ccc(S(=O)(=O)N(C)C)cc2)n1C	0	102	107	2	118	100	-5	105
O=C(Nc1cc(Cl)c(Cl)cc1Cl)c1cccnc1	40	96	98	-1	94	86	4	89
COc1ccc(OCC(=O)Nc2ccc(OC)c(S(=O)(=O)N3CCCCC3)c2)cc1	-1	90	94	3	90	92	-4	88
Cc1ccc2nc(-c3ccc(NC(=O)C(C)N4C(=O)c5ccccc5C4=O)cc3)sc2c1 (stereo unspecified)	6	100	98	6	96	94	-5	89
COc1ccc(O)c(C2=Nc3ccccc3N=C(c3ccco3)C2)c1	10	96	96	6	88	92	6	97
CCOC(=O)C1=NN(C(C)=O)C2(CC(=O)N(c3cc(C)cc(C)c3)C2=O)C1 (stereo unspecified)	-2	100	86	6	118	97	-3	89

Compound activity deposited in PubChem BioAssay by several laboratories.
